hcGAS lum = Primary biochemical luminescence assay for human cyclic GMP-AMP synthase inhibitors | Q8N884 | recombinant h-cGAS, ATP depletion, Kinase-Glo luminescence | inhibition, % at 12.5 µM | 290,000 tested, 0.081% active;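 note: 0% = vehicle reaction and 100% = reaction without DNA for no activity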
Target sequence (Q8N884 whole entry, looked up): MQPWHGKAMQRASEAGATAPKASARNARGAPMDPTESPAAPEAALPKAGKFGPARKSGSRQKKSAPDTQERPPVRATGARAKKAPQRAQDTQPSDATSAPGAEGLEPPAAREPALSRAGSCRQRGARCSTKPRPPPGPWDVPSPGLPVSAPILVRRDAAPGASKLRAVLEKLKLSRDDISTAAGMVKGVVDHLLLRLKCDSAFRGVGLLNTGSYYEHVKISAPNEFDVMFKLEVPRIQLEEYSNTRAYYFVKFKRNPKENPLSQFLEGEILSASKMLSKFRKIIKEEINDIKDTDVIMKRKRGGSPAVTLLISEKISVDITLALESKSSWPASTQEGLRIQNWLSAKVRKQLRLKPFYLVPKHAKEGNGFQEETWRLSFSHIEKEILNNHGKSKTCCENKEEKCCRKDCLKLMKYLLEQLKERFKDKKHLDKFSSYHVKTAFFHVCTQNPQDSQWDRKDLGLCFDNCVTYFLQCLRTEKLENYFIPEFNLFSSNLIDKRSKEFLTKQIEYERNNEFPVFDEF
mcGAS inh = cyclic GMP-AMP synthase inhibitors, mouse, primary biochemical chemiluminescence; Q8C6L5; recombinant cGAS, Kinase-Glo ATP depletion luminescence; inhibition, % at 12.5 µM; 160,000 tested, 0.15% active; AID 1259399, 2018;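 note: 0% = negative control wells and 100% = reference inhibitor with no enzyme activity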
NPYLR7 agonist = agonists of mosquito NPYLR7 receptor, primary screen, cell-based, Aedes aegypti, calcium fluorescence, mosquito biting behavior | 270,000 tested, 0.15% active | HEK293T NPYLR7/Galpha15, GCaMP6s calcium fluorescence | Aedes aegypti neuropeptide Y-like receptor 7 (NPYLR7) | activation, % at 10 µM | AID 1259423, 2018; in the data active = activation above about 40%;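 note: 0% = vehicle and 100% = reference agonist at the receptor; some compounds past the cut are filed as inactive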
* = called active by the depositor; . = not tested or not shown; & = joins results of further samples. Cut-off read from the data, not from the text of the source, unless noted: active = inhibition above about 40%; inactive = the rest.

canonical_smiles | hcGAS lum | mcGAS inh | NPYLR7 agonist
CN(CCO)c1ncnc2cc(-c3ccc(Br)cc3)sc12 | -2 | . | -2
CCOc1cc(C#N)cc(I)c1OC(C)C | -1 | . | 1
Cc1cccc2c1C(=O)NC1(CCN(C(=O)COc3ccccc3)CC1)N2 | -7 | -4 | 0
COc1ccc(S(=O)(=O)Oc2ccc(CN(C(=O)C3CCC3)C3CC3)cc2)cc1 | -7 | -7 | 19
C=CCN1C(=O)NC(c2cccc(Cl)c2)C2=C1CN(CC(=O)Nc1ccccc1Cc1ccccc1)C2=O (stereo not given) | -3 | -3 | -2
CCCCC(=O)NCc1cccc(-c2ncc(-c3ccccc3)[nH]2)c1 | -4 | -6 | -1
Cc1ccc(Cc2nsc(NCCC(c3ccccc3)c3ccccc3)n2)cc1 | 6 | 1 | 3
CC(C)C(=O)Nc1ccc(N(C)C)c(CN(C(=O)c2ccc(F)cc2)C2CCCCC2)c1 | -3 | -3 | -2
NC(=O)c1ccc(NC(=O)Cn2nc(-c3ccc(F)cc3)c3sc(N4CCCC4)nc3c2=O)cc1 | -5 | -10 | -3
COC(=O)C(C#N)C1CC(C)(C)NC(C)(C)C1 (stereo not given) | -13 | -8 | .
CCOc1cnn(Cc2ccccc2)c(=O)c1Nc1cccc(C(=O)N2CCCCC2)c1 | -5 | -1 | 15
CCNc1nnc(SCC(O)c2ccc(F)cc2)s1 (stereo not given) | -9 | . | 5
CC(C)N(C)S(=O)(=O)N1CSCC1C(=O)NCC1CC1 (stereo not given) | -4 | . | 0
O=C1CC2(CCN(C(=O)CC3(CC(=O)N4CCC5(CC4)CC(=O)c4cc(F)ccc4O5)CCCC3)CC2)Oc2ccc(F)cc21 | -3 | . | -8
NC(CSc1ccncc1)C(=O)O (stereo not given) | -6 | . | 2
COc1ccccc1NC(=O)N(C)C1CCN(C)CC1 | -4 | -5 | 8
COc1ccc(CC(C)N(C)C(=O)C2CCCN(C(=O)C(C)(C)C)C2)cc1 (stereo not given) | -5 | . | 9
OCC(O)Cn1cc(-c2ccc3c(c2)Cc2ccccc2-3)nn1 (stereo not given) | -10&-9 | -11 | 3&-3
Oc1ccccc1C(Nc1ccccn1)c1ccc2cccnc2c1O (stereo not given) | 6 | . | 2
CC(NC(=O)Cn1ncc2ccccc2c1=O)c1cccs1 (stereo not given) | -8 | -8 | 7
Cc1ccc(CNC(=O)c2cncn2-c2cccc(-c3cccc4c3sc3ccccc34)c2)o1 | -2 | -5 | 6
CC(C(=O)NCc1cccs1)n1c(=O)c(C#N)c2n(c1=O)CCCCC2 (stereo not given) | -3 | . | 9
Cc1nc(Nc2ccc(NC(=O)Nc3cccc(Cl)c3)cc2)cc(OC(C)C)n1 | 1 | 1 | 19
CCOC(=O)C(c1cccc(OC)c1)C1C=CC(NC(=O)c2ccc(Cl)nc2)C1 (stereo not given) | -7 | -5 | 0
Cc1oc(-c2ccccc2Cl)cc1C(=O)N(C)Cc1noc(C(C)C)n1 | 2 | 2 | 5
O=C(C1CCC1)N(Cc1nccn1Cc1ccc(Cl)cc1Cl)C1CC1 | 3 | -5 | 3
O=C(CCn1[nH]c(=O)ccc1=O)Nc1nc(-c2ccc(Cl)s2)cs1 | -5 | . | 8
COc1ccc(-n2nnc3c(=O)n(CC(=O)N4CCOCC4)cnc32)cc1 | -8 | . | 6
CCC(CNC(=O)c1ccc(Br)o1)c1ccccc1 (stereo not given) | 6 | -1 | 7
Cc1ccc(S(=O)(=O)c2ccc(NNC(=O)C3CCCC3)cc2)cc1 | -10 | . | -4
CCOC(=O)N1CCN(C(c2ccccc2Cl)c2c(O)cc(C)n(CCOC)c2=O)CC1 (stereo not given) | 1 | . | 12
COc1cccc(CNc2nn[nH]n2)c1OCc1ccccc1Cl | 0 | . | -4
O=c1[nH]ncc(NCCc2cccc(F)c2)c1Cl | -3 | . | -5
COc1ccc(NC(=O)CNC(=O)CNCc2ccco2)cc1 | -1 | . | 28
COc1ccc(CC2=NOC(CNC(=O)COc3ccc(C)cc3)C2)cc1 (stereo not given) | -9 | -10 | 25
CN1C[C@@H]2CC[C@H](CC1=O)N2Cc1cnc(N2CCOCC2)s1 | -2 | -2 | -4

Some of these compounds in order of number of heavy atoms, rising.
canonical_smiles | hcGAS lum | mcGAS inh | NPYLR7 agonist
CCC(CNC(=O)c1ccc(Br)o1)c1ccccc1 (stereo not given) | 6 | -1 | 7
COc1cccc(CNc2nn[nH]n2)c1OCc1ccccc1Cl | 0 | . | -4
O=C(C1CCC1)N(Cc1nccn1Cc1ccc(Cl)cc1Cl)C1CC1 | 3 | -5 | 3
Cc1oc(-c2ccccc2Cl)cc1C(=O)N(C)Cc1noc(C(C)C)n1 | 2 | 2 | 5

(continued)
canonical_smiles | hcGAS lum | mcGAS inh | NPYLR7 agonist
COc1ccc2nc(CN3CCN(CC(=O)N4CCCC4)CC3)[nH]c2c1 | -1 | . | 7
COc1cc(NS(C)(=O)=O)c(OC)cc1Cl | -2 | . | 4
COc1ccc2c(c1)C(C)(Cc1ccc(F)c(Cl)c1)C(=O)N2 (stereo not given) | -2 | -1 | 2
COc1ccc(-c2cc(C(=O)N/N=C\c3c[nH]c4ccccc34)[nH]n2)cc1 | -10 | -2 | -3
O=C(Cc1cccs1)N=Nc1c(O)[nH]c2ccc(F)cc12 | -5 | . | 2
CON(C)C(=O)c1cn(-c2ccccc2)nc1-c1ccccc1 | -11 | -7 | 13
CNC(=O)C(C#N)Cc1cc2cc3c(cc2nc1Cl)OCO3 (stereo not given) | 0 | . | -3
CCOC(=O)Cn1c(=O)c2c(nc3n2CC(C)CN3c2ccc(C)c(C)c2)n(C)c1=O (stereo not given) | -6 | -5 | 12
COc1c(C)cc(S(=O)(=O)NCCn2nc(-c3ccc(F)cc3)ccc2=O)c(C)c1C | -2 | -7 | -4
O=C(N[C@@H]1CCCCC1NC(=O)C1CCCN(C(=O)CSc2ccccc2)C1)c1ccc(F)cc1 (stereo not given in full) | -4 | -6 | .
CC(C)NS(=O)(=O)c1ccc(C(=O)Nc2nc3ccc(F)cn3n2)cc1 | -6 | . | 5
Cc1ccoc1C(=O)NCCC(=O)Nc1cccc2ccccc12 | -1 | . | 1
Cc1nc(Cl)cc(NC2CCN(C(=O)OC(C)C)CC2)n1 | -12 | . | 9
CCOC(=O)c1cc(C#N)c(SC(C)C(=O)N2CCCCCC2)nc1C (stereo not given) | -6 | . | -1
CCc1ccc(Cl)c(CC)c1NC(=O)Cn1cnnn1 | 5 | -6 | 6
Cc1nc(CNc2cccc(OC(F)F)c2C)cs1 | -3 | . | 7
O=C(c1ncoc1-c1ccccc1)N1CCOC(c2ccc(Cl)cc2)C1 (stereo not given) | -2 | -13 | 4
CCOC(=O)c1ccccc1NC(=O)CSc1ccc2nnc(-c3ccc(F)cc3)n2n1 | -1 | -3 | 0
Cn1ccc(C(=O)N(CCCN2CCOCC2)c2nc3ccc(F)cc3s2)n1 | -6 | -8 | .
Cc1ccc(OCC2c3ccsc3CCN2C(=O)CN(CC2CCCO2)C(=O)c2ccco2)c(C)c1 (stereo not given) | -3 | -5 | -3
CCCN(Cc1c(CC)nn(-c2ccc(F)cc2)c1N1CCN(C(C)C)CC1)C(=O)c1cc(OC)cc(OC)c1 | 1 | -4 | 7
O=C(O)C1OC2OC3(CCCCC3)OC2C2OC3(CCCCC3)OC12 (stereo not given) | -5 | -5 | 1
CC(C)Cc1cc(CNC(=O)C2CC(=O)N(C)c3ccccc32)on1 (stereo not given) | -4 | . | 3
Cc1ccccc1NC(=O)CC(=O)NCC1(c2ccccc2)CC1(C)C (stereo not given) | -5 | -8 | 22
Cc1cc(C)c(NC(=O)CSc2nc(=O)n3cc(Cl)ccc3n2)c(C)c1 | -9 | . | 3
COc1ccc(-c2cc(C(=O)N3CCc4ccccc4C3)n(-c3ccccc3)n2)cc1 | -10 | -6 | -2
Cc1ccc(C2SCCN2C(=O)c2ccc(F)cc2)s1 (stereo not given) | -3 | -2 | 4
Cc1ccc(-n2c(=O)c3oc4ccccc4c3n(CC(=O)NC(C)(C)C)c2=O)cc1 | 1 | 3 | -6
COCCNC(=O)C(NC(=O)c1ccc2c(c1)OCO2)C1CCN(C(=O)c2ccc(Cl)cc2)CC1 (stereo not given) | -4 | -6 | 4
NS(=O)(=O)c1cccnc1N1CCC(Cc2ccccc2)C1 (stereo not given) | -15 | -6 | -1
Fc1cc(C2=NCCn3cccc32)ccc1Cl | 2 | . | -3
Cc1ccc(C(=O)N2C(C(=O)NCc3ccncc3)COC23CCN(C(=O)C2CC2)CC3)cc1 (stereo not given) | -5 | -7 | 0
Cc1ccc(CN(C)C(C)C(=O)N2CCNC2=O)cc1 (stereo not given) | -7 | . | 0
COc1ccc(S(=O)(=O)N2CCc3ccccc32)cc1 | -11 | . | 1
COCCNC(=O)c1c(-c2ccccc2Cl)noc1C | -5 | . | 2
CCCN1CCN(c2nc3c(c(=O)[nH]c(=O)n3C)n2Cc2cccc3ccccc23)CC1 | 2 | -2 | 6
Cc1cc(C)n(CC(C)NCCn2nc(C)c(Cl)c2C)n1 (stereo not given) | -5 | . | 8
CCNC(=O)C1(C)CCCCN1Cc1ccc(C(=O)OCC)cc1 (stereo not given) | -9 | . | 4
CCC(C)N=C(NC(=O)c1cccc(C)c1)OCC(C)C (stereo not given) | 3 | -2 | 1
Cc1nc(=O)[nH]c(C)c1CCC(=O)N1CCCC(Nc2ccccc2)C1 (stereo not given) | -3 | -20 | 30
O=C(CN1CCC(O)CC1)NC(c1ccccc1)c1ccc2nc(C(F)(F)F)[nH]c2c1 (stereo not given) | -1 | . | 2
Cc1ccc2oc(C(=O)N(C)Cc3nonc3C)c(C)c2c1 | -9 | -10 | -2
Cc1cc(-c2csc(N3CCOCC3)n2)c(C)n1-c1nccs1 | -6 | -20 | 6
CN1CCN(c2ncc3c(=O)n(Cc4ccccn4)ccc3n2)CC1 | -4 | . | 1
O=c1oc(-c2ccco2)nn1Cc1cc(Cl)c2c(c1)OCCCO2 | -10 | . | 7
Cc1ccc(C23CC4CC(CC(O)(C4)C2)C3)cc1NCN1C(=O)c2ccccc2C1=O | -5 | . | 6
O=C(NCCN1C(=O)SC(=Cc2ccccc2)C1=O)c1ccncc1 | -4 | . | 5
CC(C)C(NC(=O)c1ccccc1F)C(=O)Nc1ccc(N2CCCC2=O)c(Cl)c1 (stereo not given) | -3 | . | 9
CN(C(=O)c1ccc(C(=O)c2ccccc2)cc1)C1CCS(=O)(=O)C1 (stereo not given) | 0 | . | 5
CC1CCN(C(=O)c2ccc([N+](=O)[O-])cc2)CC1 | -1 | . | 2
CCOc1ccccc1C1C(C(=O)OC)=C(C)N(C)C(C)=C1C(=O)OC | -3 | -7 | 15
CC1CN(Cc2ccccc2)CC(C)C1N(C)C(=O)c1ccc(C(N)=O)cc1 (stereo not given) | 0 | . | -6
O=c1nc(SCc2cccc(Cl)c2)c2c(n1Cc1cccnc1)CCC2 | -7 | -9 | -1
Cc1cc(C(=O)N2CCCC(CCc3c(F)cccc3F)C2)n(C)n1 (stereo not given) | -8 | . | 0
C#CCn1c(O)c(N=NC(=O)CNC(=O)/C=C/c2ccccc2OC)c2ccccc21 | 3 | . | -3
O=C(NCc1ccc2c(c1)OCO2)c1cccnc1N1CCN(C(=O)C2CCCC2)CC1 | -4 | -5 | 16
COc1ccc(CNC(=O)c2nnn(CC(=O)Nc3ccc(C(C)C)cc3)c2N)cc1 | -11 | -7 | 12
CN1CC(C(=O)NC2CCCC2Oc2ccccc2)CC1=O (stereo not given) | -14 | -7 | 8
COCC(=O)Nc1ccc(Cl)cc1-c1nc2cc(Cl)ccc2o1 | -5 | -4 | 14
CCCN(CC(N)=O)S(=O)(=O)N1CCCCC1 | -11 | . | 7

(cont.)
canonical_smiles | hcGAS lum | mcGAS inh | NPYLR7 agonist
CCCn1ccnc1CNC(=O)[C@H]1CCC[C@@H](O)C1 | -9 | -6 | .
Nc1cccc(S(=O)(=O)Nc2ccc(SC(F)F)cc2)c1 | -1 | -5 | 20
CCc1ccc(S(=O)(=O)Nc2ccc3c(c2)N(CCOC)CCC3)s1 | -4 | . | 8
O=c1c2cnc3ncnn3c2ccn1-c1cc(C(F)(F)F)ccc1Cl | -8 | . | 9
CCCCCCCCCCCC(=O)N1CCC2(CC1)NC(=O)c1cc(Cl)ccc1N2 | -6 | -8 | 27
CCCCc1c(C)c2cc([N+](=O)[O-])c(O)c(C)c2oc1=O | -6 | . | -8
O=C(Nc1ncccc1OCC1CCCCC1)c1cscn1 | -9&-5 | -19 | 2&6
Cc1ccc(CNC(=O)CSc2nccn3nc(-c4ccccc4)cc23)cc1 | -3 | -7 | -3
COc1ccc(Br)cc1/C=c1\sc2nc(=O)c(Cc3ccc(F)cc3)nn2c1=O | -20 | 26 | 6
O=C(Cn1c(=O)oc2ccc(Cl)cc21)N1CCCc2ccccc21 | 1 | -9 | 5
COc1cc(C)ccc1Oc1cc(N2CCN(C(=O)/C=C/c3ccccc3)C(C)C2)ncn1 (stereo not given) | -13 | -4 | 6
CCOC(=O)CCC(=O)Nc1ccc(N2CCC(C)CC2)c(C(=O)NCC2CCCO2)c1 (stereo not given) | -5 | -5 | 16

Only hcGAS lum, for five of the compounds above:
SMILES,hcGAS lum
Cc1ccc(Cc2nsc(NCCC(c3ccccc3)c3ccccc3)n2)cc1,6
COc1ccc(S(=O)(=O)Oc2ccc(CN(C(=O)C3CCC3)C3CC3)cc2)cc1,-7
Oc1ccccc1C(Nc1ccccn1)c1ccc2cccnc2c1O (stereo not given),6
COc1c(C)cc(S(=O)(=O)NCCn2nc(-c3ccc(F)cc3)ccc2=O)c(C)c1C,-2
Cc1ccc(C23CC4CC(CC(O)(C4)C2)C3)cc1NCN1C(=O)c2ccccc2C1=O,-5
